Screens (PubChem)
C diff HTS: C. difficile growth inhibition; Clostridium difficile clinical isolate growth, OD600, 24 h; hits give low values; AID 1259249; hit rate 0.25% among 86,000; growth activity, negative = inhibition, % at 16 µg/mL (by protocol);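 active = mean growth activity at or below -80% and every replicate also at or below -80%; inconclusive = mean at or below -80% but some replicate above -80%; inactive = mean growth activity above -80%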;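 also: 0% = DMSO wells and -100% = levofloxacin 16 µg/mL wells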
Tcruzi prolif: blocks T. cruzi growth in NIH3T3 culture; T. cruzi beta-gal in NIH3T3, GalScreen luminescence, 90 h; inhibition, % at 8.34 µM; hit rate 5.9% among 77,000;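 active = mean inhibition above about 93%, with at least 55% of replicates each passing it, limit read from the data, passing the limit was not always enough; inconclusive = only one of those two conditions holds; inactive = neither condition holds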
KDM4C inh: KDM4C (human) demethylase inhibition. GST-KDM4C 2-372, H3K9me3 peptide, LANCE TR-FRET. hit rate 0.15% among 96,000. Q9H3R0. inhibition, % at 12.5 µM;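 active = mean replicate inhibition above about 25%, with at least 55% of replicates also reaching it, limit read from the data, passing the limit was not always enough; inconclusive = only one of those two conditions met; inactive = neither condition met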
Target sequence (Q9H3R0 2-372 limits assumed): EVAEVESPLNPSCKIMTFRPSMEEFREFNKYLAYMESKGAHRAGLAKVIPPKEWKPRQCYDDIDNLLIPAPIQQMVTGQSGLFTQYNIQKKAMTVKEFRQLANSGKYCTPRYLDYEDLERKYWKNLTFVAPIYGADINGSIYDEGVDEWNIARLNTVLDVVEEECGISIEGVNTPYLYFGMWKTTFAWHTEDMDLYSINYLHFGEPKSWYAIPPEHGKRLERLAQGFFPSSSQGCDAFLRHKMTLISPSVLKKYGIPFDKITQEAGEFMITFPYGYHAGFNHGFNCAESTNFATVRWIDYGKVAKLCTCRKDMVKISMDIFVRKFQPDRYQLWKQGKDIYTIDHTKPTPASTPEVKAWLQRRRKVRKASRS
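Material: GST-tagged GASC-1 (JMJD2C) catalytic fragment, aa 2-372. Input: enzyme final amount 10 nM. Medium: HEPES buffer, pH 7.5, plus ascorbate. Reagent: H3K9me3 peptide substrate, Fe(II), 2-oxoglutarate. Doses: single dose. Times: reaction 30 min RT, detection step 1 h RT. Measured by: LANCE TR-FRET. Evaluation: Fall in 671/618 emission ratio as inhibition.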
Pf Dd2 inh: P. falciparum Dd2 growth inhibition; activity change, % at 10 µM; SYBR Green, 72 h; hits give low values; hit rate 2.3% among 94,000; in the data active = activity change below about -80%; inconclusive = no clear call, values can overlap the other calls
The depositor's hits bear a star; ? = inconclusive; · = not tested or not shown; & = joins results of further samples.

SMILES	C diff HTS	Tcruzi prolif	KDM4C inh	Pf Dd2 inh
CNC[C@H]1OCCCC[C@H](C)Oc2ccc(NC(=O)Nc3ccc4c(c3)OCO4)cc2C(=O)N([C@H](C)CO)C[C@@H]1C	4	41	-0.8	19
C[C@H]1CN([C@@H](C)CO)C(=O)c2cc(NC(=O)C3CCCCC3)ccc2O[C@@H]1CN(C)S(=O)(=O)c1ccc(Cl)cc1	-2	16	·	-22
C/C=C/c1ccc([C@@H]2[C@@H](CO)N(C(=O)CN3CCOCC3)[C@H]2C#N)cc1	-17	85	-0.3	26
CN1CCN(C(=O)c2cc3c(c(-c4cccc(-c5cccc(F)c5)c4)n2)[C@H](CCO)N(S(=O)C(C)(C)C)C3)CC1 (some centres undefined)	·	-15	1.2	-10
C[C@@H]1CN([C@@H](C)CO)C(=O)c2c(c3ccccc3n2C)-c2ccccc2CO[C@@H]1CN(C)Cc1ccc2c(c1)OCCN2C	2	·	-1.7	-23
CO[C@H]1CN(C)C(=O)c2ccc(NC(=O)C3CCCC3)cc2OC[C@H](C)NC[C@H]1C	·	-64	0.6	·
CCCNC(=O)[C@H]1[C@H](CO)[C@H]2Cn3c(ccc(-c4ccc(OC)cc4)c3=O)[C@H]2N1CC	-2	·	9.0	-8
C[C@@H]1CN([C@@H](C)CO)C(=O)Cc2cc(NC(=O)NC3CCCCC3)ccc2O[C@@H]1CN(C)Cc1ccc(C(F)(F)F)cc1	-11	62	0.0	-15
Cc1ccc(-c2cnc3c(c2)C(=O)N([C@H](C)CO)C[C@@H](C)[C@@H](CN(C)S(C)(=O)=O)O3)cc1	-2	·	2.2	22
C[C@H]1CN([C@@H](C)CO)C(=O)c2cc(C#CCc3ccccc3)cnc2O[C@H]1CN(C)Cc1ccccc1	-1	·	-0.7	-76
CCCNC(=O)N(C)C[C@@H]1Oc2cc(C#CC(C)(C)O)ccc2S(=O)(=O)N([C@@H](C)CO)C[C@H]1C	3	-68	0.7	-1
COCC#Cc1ccc2c(c1)O[C@H](CN(C)C(=O)Nc1ccccc1F)[C@H](C)CN([C@H](C)CO)S2(=O)=O	5	37	-2.0	-23
C[C@H](CO)N1C[C@H](C)[C@H](CN(C)Cc2ccc(C(=O)Nc3ccccc3N)cc2)Oc2ccc(NS(=O)(=O)c3ccc(F)cc3)cc2C1=O	5	77	-0.4	-55
C[C@@H]1CN([C@H](C)CO)C(=O)c2cc(NC(=O)Cn3cnnn3)ccc2O[C@H]1CN(C)Cc1ccccc1	-1	3	0.5	11
C[C@H]1CN([C@@H](C)CO)C(=O)Cc2cc(NC(=O)Cn3cnnn3)ccc2O[C@@H]1CN(C)S(C)(=O)=O	-7	-21	0.7	42
C[C@@H]1CCCCO[C@@H](CN(C)Cc2ccncc2)[C@@H](C)CN([C@H](C)CO)C(=O)c2cc(NS(=O)(=O)c3cn(C)cn3)ccc2O1	-11	18	0.4	70
C[C@@H]1CN([C@@H](C)CO)C(=O)c2cc(NC(=O)C3CCCCC3)ccc2O[C@@H](C)CCCCO[C@@H]1CN(C)C(=O)Cc1ccccc1	-7	62	-0.7	-62
O=C(Nc1ccccc1)N1CC(=O)N2[C@@H](CO)[C@@H](c3ccc(C#CC4CC4)cc3)[C@@H]2C1	1	·	-0.5	11
COc1ccc(C#Cc2ccc3c(c2)[C@@H]2[C@@H](CCN2C(=O)C2CCC2)[C@H](CO)N3)cc1	51	·	-4.1	-87*
C[C@H]1CN([C@@H](C)CO)C(=O)Cc2cc(N(C)C)ccc2O[C@@H]1CN(C)C(=O)Nc1ccccc1	0	28	9.3	-7
COCCN(C[C@@H]1[C@@H](c2ccccc2)[C@H](CO)N1C(C)=O)C(=O)c1ccncc1	5	-4	1.0	-8
C[C@H](CO)N1C[C@H](C)[C@@H](CN(C)C(=O)C2CC2)Oc2ncc(C#Cc3ccccc3F)cc2C1=O	·	-10	-3.1	-3
O=C(C[C@@H]1CC[C@H](NC(=O)c2ccccc2)[C@H](CO)O1)NCc1ccncn1	0	-25	0.2	-12
O=C(NC1CCCCC1)N[C@@H]1C=C[C@H](CC(=O)N2CCOCC2)O[C@@H]1CO	1	-34	2.6	15
C[C@@H]1CN([C@H](C)CO)C(=O)c2cc(NC(=O)CCN3CCOCC3)ccc2O[C@H]1CN(C)Cc1ccncc1	-3	47	1.5	11

Compounds listed so far containing sulfur (8):
SMILES	C diff HTS	Tcruzi prolif	KDM4C inh	Pf Dd2 inh
C[C@H]1CN([C@@H](C)CO)C(=O)c2cc(NC(=O)C3CCCCC3)ccc2O[C@@H]1CN(C)S(=O)(=O)c1ccc(Cl)cc1	-2	16	·	-22
CN1CCN(C(=O)c2cc3c(c(-c4cccc(-c5cccc(F)c5)c4)n2)[C@H](CCO)N(S(=O)C(C)(C)C)C3)CC1 (some centres undefined)	·	-15	1.2	-10
Cc1ccc(-c2cnc3c(c2)C(=O)N([C@H](C)CO)C[C@@H](C)[C@@H](CN(C)S(C)(=O)=O)O3)cc1	-2	·	2.2	22
CCCNC(=O)N(C)C[C@@H]1Oc2cc(C#CC(C)(C)O)ccc2S(=O)(=O)N([C@@H](C)CO)C[C@H]1C	3	-68	0.7	-1
COCC#Cc1ccc2c(c1)O[C@H](CN(C)C(=O)Nc1ccccc1F)[C@H](C)CN([C@H](C)CO)S2(=O)=O	5	37	-2.0	-23
C[C@H](CO)N1C[C@H](C)[C@H](CN(C)Cc2ccc(C(=O)Nc3ccccc3N)cc2)Oc2ccc(NS(=O)(=O)c3ccc(F)cc3)cc2C1=O	5	77	-0.4	-55
C[C@H]1CN([C@@H](C)CO)C(=O)Cc2cc(NC(=O)Cn3cnnn3)ccc2O[C@@H]1CN(C)S(C)(=O)=O	-7	-21	0.7	42
C[C@@H]1CCCCO[C@@H](CN(C)Cc2ccncc2)[C@@H](C)CN([C@H](C)CO)C(=O)c2cc(NS(=O)(=O)c3cn(C)cn3)ccc2O1	-11	18	0.4	70

New compounds follow:
SMILES	C diff HTS	Tcruzi prolif	KDM4C inh	Pf Dd2 inh
CCCN(C)C[C@H]1Oc2ncc(-c3ccccc3OC)cc2C(=O)N([C@H](C)CO)C[C@@H]1C	5	73	2.3	-46
C[C@H](CO)N1C[C@H](C)[C@H](CN(C)Cc2ccc(-c3ccccc3)cc2)Oc2c(NC(=O)Nc3ccc(F)cc3)cccc2C1=O	43	113	-1.3	-12
COc1ccc2c3c(n(C)c2c1)[C@@H](CO)N(C)CC31CN(C(=O)c2ccc3c(c2)OCO3)C1	2	·	-0.3	-43
C[C@@H]1CN([C@H](C)CO)C(=O)CCCn2cc(nn2)CO[C@H]1CN(C)C(=O)Nc1ccc(C(F)(F)F)cc1	-8	-18&-33	-0.2	10&12
CC(C)CC#Cc1ccc2c(c1)O[C@H](CN(C)C(=O)c1ccccc1F)[C@@H](C)CN([C@H](C)CO)S2(=O)=O	12	88*	-1.3	-82*
COc1ccc(NC(=O)N(C)C[C@@H]2OCCCC[C@H](C)Oc3ccc(NC(=O)CCCN(C)C)cc3C(=O)N([C@@H](C)CO)C[C@H]2C)cc1	-10	-28	-3.7	20
C[C@H]1CN([C@@H](C)CO)C(=O)Cc2cc(NS(=O)(=O)c3ccccc3)ccc2O[C@@H]1CN(C)CC1CC1	-1	39	-0.4	-14
C[C@H](NC(=O)C[C@@H]1C[C@H]2c3cc(NC(=O)CN(C)C)ccc3O[C@H]2[C@@H](CO)O1)c1ccccc1	2	-6	2.2	19
O=C(C1CCOCC1)N1CC(=O)N2[C@@H](CO)[C@H](c3ccc(-c4ccccc4F)cc3)[C@@H]2C1	5	·	0.7	2
C[C@@H]1CN([C@H](C)CO)C(=O)c2c(c3ccccc3n2C)-c2ccccc2CO[C@@H]1CN(C)C(=O)[C@@H](Cc1ccccc1)N(C)C	7	-17	-1.4	-52
C[C@@H]1CCCCO[C@H](CN(C)CC2CCCCC2)[C@H](C)CN([C@@H](C)CO)C(=O)c2cc(NC(=O)CCCCCC(=O)Nc3ccccc3N)ccc2O1	-3	75	3.1	?
O=C(C[C@@H]1C=C[C@@H](NC(=O)Cc2ccccn2)[C@@H](CO)O1)NCCc1ccncc1	·	-13	0.3	8
CO[C@@H]1CN(C)C(=O)c2cc(NC(=O)c3ccc(F)cc3)ccc2OC[C@@H](C)NC[C@@H]1C	-5	-3	0.0	10
CCCC#Cc1cnc2c(c1)C(=O)N([C@H](C)CO)C[C@@H](C)[C@@H](CN(C)S(=O)(=O)c1cccc(OC)c1)O2	2	104*	-0.1	-16
Cc1noc(C)c1NC(=O)N(C)C[C@@H]1Oc2c(NS(=O)(=O)c3ccccc3)cccc2C(=O)N([C@H](C)CO)C[C@H]1C	4	-6	-0.1	40
O=C(C1CCCCC1)N1CC(=O)N2[C@H](C1)[C@@H](c1ccc(C#Cc3cccc(F)c3)cc1)[C@@H]2CO	14	·	-0.8	-78
O=S(=O)(c1ccc(F)cc1)N1CC[C@H]2[C@H](CO)Nc3ccc(-c4ccc(F)cc4)cc3[C@H]21	-2	56	-0.4	18
C[C@@H]1CN([C@@H](C)CO)C(=O)Cc2cc(NC(=O)NC3CCCCC3)ccc2O[C@H]1CN(C)C(=O)Nc1ccc(F)cc1	-3	·	-0.9	-19
CNC(=O)C[C@H]1CC[C@@H]2[C@H](COc3ccc(NC(=O)c4cccs4)cc3C(=O)N2C)O1	-1	50	2.8	-8
C[C@H]1CN([C@@H](C)CO)C(=O)Cc2cc(NC(=O)Cc3cn(C)c4ccccc34)ccc2O[C@@H]1CN(C)S(=O)(=O)c1ccccc1	-2	24	-1.2	-34
COc1ccc2c3c(n(C)c2c1)[C@H](CO)N(Cc1ccc(Cl)cc1)CC31CCN(CC2CC2)CC1	15	·	3.6	-88*
C[C@H](CO)N1C[C@H](C)[C@H](CN(C)S(=O)(=O)c2cn(C)cn2)Oc2cc(C3=CCCCC3)ccc2S1(=O)=O	-1	19	-1.6	-16
C[C@@H]1CN([C@@H](C)CO)C(=O)c2cc(N(C)C)ccc2O[C@@H](C)CCCCO[C@H]1CN(C)C(=O)CCCN(C)C	0	-7	-0.8	·
COc1cccc(NC(=O)N(C)C[C@H]2Oc3cc(-c4cccc(C(=O)N(C)C)c4)ccc3S(=O)(=O)N([C@@H](C)CO)C[C@H]2C)c1	-4	45	-0.6	-2
Cc1ccc(S(=O)(=O)Nc2cccc3c2O[C@H](CN(C)Cc2ccncc2)[C@@H](C)CN([C@H](C)CO)C3=O)cc1	1	-2	-0.5	19
Going on with the list:
SMILES	C diff HTS	Tcruzi prolif	KDM4C inh	Pf Dd2 inh
COCC(=O)N1CCCCN2[C@H](CO)[C@H](c3ccc(C#Cc4ccccc4)cc3)[C@@H]2C1	-12	?	0.3	12
CC(C)NC(=O)N(C)C[C@H]1OCCCC[C@@H](C)Oc2ccc(N(C)C)cc2C(=O)N([C@H](C)CO)C[C@H]1C	18	38	7.3	-31
C[C@@H]1CN([C@@H](C)CO)C(=O)Cc2cc(NC(=O)CCCN(C)C)ccc2O[C@H]1CN(C)S(C)(=O)=O	-2	-9	15	17
O=C(NC1CCC1)[C@H]1[C@H](CO)[C@H]2Cn3c(ccc(-c4cccc(F)c4)c3=O)[C@@H]1N2Cc1cocn1	6	-84	-1.5	·
C/C=C/c1ccc([C@H]2[C@@H](CO)N(C(=O)NCCC)[C@@H]2CNC(=O)C2CCC2)cc1	4	17	0.3	-1
COCC(=O)N1[C@@H]2CN(C(=O)Nc3ccccc3Cl)c3ccccc3[C@@H]2[C@@H]1CO	1	-14	2.7	23
CC(=O)N(C)C[C@@H]1Oc2cc(C#CC3CCCC3)ccc2S(=O)(=O)N([C@H](C)CO)C[C@H]1C	-1	71	1.9	-46
C[C@@H]1CN([C@H](C)CO)C(=O)c2cc(-c3ccc(C#N)cc3)cnc2O[C@@H]1CN(C)CC1CCCC1	9	-26	-1.7	18
CC(=O)N1[C@@H](CO)[C@@H](c2ccccc2)[C@@H]1CN(C(=O)c1cccc(F)c1)C(C)C	12	44	0.5	10
O=C(C[C@@H]1C[C@@H]2c3cc(NC(=O)c4ccc5c(c4)OCO5)ccc3O[C@@H]2[C@H](CO)O1)NC1CCCCC1	·	40	-0.6	24
Cc1noc(C)c1S(=O)(=O)Nc1ccc2c(c1)C(=O)N([C@H](C)CO)C[C@H](C)[C@H](CN(C)S(C)(=O)=O)O2	-1	-13	1.1	11
C[C@@H]1CN([C@@H](C)CO)C(=O)Cc2cc(NC(=O)C3CC3)ccc2O[C@@H]1CN(C)Cc1ccc(C(=O)O)cc1	6	51	1.1	6
COc1ccc(NC(=O)Nc2ccc3c(c2)CC(=O)N([C@H](C)CO)C[C@@H](C)[C@H](CN(C)Cc2ccc(Oc4ccccc4)cc2)O3)cc1	-3	20	1.4	-16
C[C@H]1CN([C@@H](C)CO)C(=O)c2cccc(NC(=O)C3CCOCC3)c2O[C@@H]1CN(C)C(=O)Nc1ccc(C(F)(F)F)cc1	-1	53	-1.9	3
COc1ccc(NC(=O)Nc2cccc3c2O[C@@H](CN(C)Cc2ccc(-c4ccccc4)cc2)[C@H](C)CN([C@H](C)CO)C3=O)cc1	4	81	11	-17
CN(C)CC(=O)N1CC2(C1)[C@H](c1ccccc1)[C@H](CO)N2C(=O)C1CCC1	4	·	-0.8	26
COc1ccc(C#Cc2cnc3c(c2)C(=O)N([C@H](C)CO)C[C@H](C)[C@@H](CN(C)C(=O)CN(C)C)O3)cc1	-11	62	0.4	-54
